Bioassay records as filed in PubChem BioAssay.
aSyn yeast inh – alpha-synuclein toxicity inhibition in yeast | Yeast expressing alpha-synuclein, growth rescue, BacTiter-Glo, 24 h | Potency, µM (series often up to 46.1 µM), inactives show top-dose growth rescue (activation), usual class: activators | hit rate 0.14% among 370,000 | AID 652106; further: % of control where 0% means no effect; nearly all actives have a fitted effect of over 65% in size
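Rescue of yeast growth: cells expressing toxic alpha-synuclein, induced in galactose at OD600 0.02, incubated with compound 24 h at 30 C. ATP luminescence quantified growth; inhibitors of toxicity appear as activators.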
EPAC1 antag – blocks human EPAC1 exchange factor; O95398; EPAC1 GEF assay, Rap1b-BODIPY-GDP exchange fluorescence; AID 720709; hit rate 0.14% among 360,000; Potency, µM (titrated, usually from 115 µM), without a hit: at the top dose activity change, negative = inhibition, actives largely listed as inhibitors;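 further: plate controls were vehicle for no effect and positive control for full effect; nearly all actives have a fitted effect of over 50% in size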
Target sequence (O95398 whole entry, looked up): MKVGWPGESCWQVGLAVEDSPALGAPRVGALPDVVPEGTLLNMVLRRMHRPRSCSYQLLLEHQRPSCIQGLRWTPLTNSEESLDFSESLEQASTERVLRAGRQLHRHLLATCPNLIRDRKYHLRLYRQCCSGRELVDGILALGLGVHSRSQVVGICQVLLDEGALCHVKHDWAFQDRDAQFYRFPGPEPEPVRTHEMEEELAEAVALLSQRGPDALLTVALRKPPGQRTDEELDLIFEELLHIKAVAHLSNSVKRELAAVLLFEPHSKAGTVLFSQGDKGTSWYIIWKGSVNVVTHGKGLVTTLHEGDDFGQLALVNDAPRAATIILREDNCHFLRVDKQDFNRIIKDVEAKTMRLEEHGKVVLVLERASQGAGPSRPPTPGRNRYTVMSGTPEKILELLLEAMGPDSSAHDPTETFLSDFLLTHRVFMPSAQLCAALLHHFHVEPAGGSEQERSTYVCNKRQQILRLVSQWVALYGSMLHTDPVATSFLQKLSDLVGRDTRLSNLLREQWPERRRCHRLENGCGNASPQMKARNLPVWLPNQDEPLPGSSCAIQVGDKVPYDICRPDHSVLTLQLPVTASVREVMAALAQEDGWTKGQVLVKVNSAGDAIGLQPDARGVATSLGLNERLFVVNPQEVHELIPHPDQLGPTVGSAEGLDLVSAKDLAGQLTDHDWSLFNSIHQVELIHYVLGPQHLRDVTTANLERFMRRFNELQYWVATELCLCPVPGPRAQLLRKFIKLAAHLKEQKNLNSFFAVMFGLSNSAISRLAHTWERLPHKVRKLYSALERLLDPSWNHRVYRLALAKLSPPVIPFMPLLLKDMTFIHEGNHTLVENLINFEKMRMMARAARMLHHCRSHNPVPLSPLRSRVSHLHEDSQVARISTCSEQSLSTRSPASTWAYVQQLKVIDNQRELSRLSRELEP
EPAC2 antag – blocks human EPAC2 exchange factor; hit rate 0.18% among 360,000; EPAC2 GEF exchange of Rap1B-BODIPY-GDP, fluorescence; AID 720708; Potency, µM (highest dose often 114 µM), without a hit: at the highest dose activity, negative = inhibition, most hits filed as inhibitors; further: on the % scale 0 is the no-effect control and ±100 the full control effect; nearly all actives have a fitted effect of over 45% in size; many of its hits are not listed in these tables
FUS suppressor – rescues growth of FUS-expressing yeast | hit rate 0.24% among 390,000 | S. cerevisiae FUS-expressing, growth rescue, OD600, 24 h | Potency, µM (doses to about 76.6 µM), for the others: at the highest dose growth rescue (activation), usual class: activators;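 further: plate controls were DMSO vehicle for no effect and reference control for full effect; nearly all actives have a fitted effect of over 55% in size; some results filed as inactive show a strong effect at the top dose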
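Toxicity suppression screen in FUS-yeast. Cells induced with 2% galactose, starting OD 0.005, treated 24hr at 30C with compounds at multiple final concentrations; growth by OD600.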
EPAC2 ag – agonists of human EPAC2 (RAPGEF4) | Q8WZA2 | EPAC2 activation, biochemical qHTS; response scale: 100% = 6.5 mM cAMP response | Potency, µM (series often up to 154 µM), for the others: at the highest dose activation, hits mostly activators | hit rate 0.079% among 360,000 | AID 720711; further: nearly all actives have a fitted effect of over 50% in size
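Setup: EPAC2 100 nM, labeled Rap1B complex 250 nM, free GDP 50 uM. Compound titrations pinned in, brief spin, 5 min room temperature incubation. Kinetic fluorescence read over 30 min, normalized to 6.5 mM cAMP.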
EPAC1 ag – activates human EPAC1 exchange factor. Potency, µM (doses to about 154 µM), for the others: top-dose activation, hits mostly activators. EPAC1 agonist qHTS, biochemical assay; response scale: 100% = response to 6.5 mM cAMP. AID 720707. hit rate 0.073% among 360,000; further: nearly all actives have a fitted effect of over 60% in size
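Nucleotide exchange by EPAC1 (100 nM) on Rap1B–BODIPY-GDP (250 nM) in the presence of 50 uM GDP is tracked fluorescently at 480/540 nm over 30 min. Signals are normalized to a 6.5 mM cAMP control.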
TDP-43 yeast inh – TDP-43 toxicity inhibition in yeast; TDP-43 expressing yeast growth rescue, BacTiter-Glo, 24 h; Potency, µM (top dose mostly 46.1 µM), for inactives: top-dose growth rescue (activation), actives largely listed as activators; hit rate 1.8% among 410,000; AID 652104; further: % of control where 0% means no effect; nearly all actives have a fitted effect of over 50% in size
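Readout is BacTiter-Glo luminescence of cell growth, so inhibitors register as activators. TDP-43-expressing yeast at OD600=0.02 in galactose medium, after raffinose pregrowth to mid-log, were incubated with compound for 24 hr at 30 deg C.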
PTHR1 agonist – agonists of human PTHR1 parathyroid hormone receptor; HEK293 GP2 PTHR1 cells, GloSensor cAMP luminescence, 1 h; Potency, µM (series often up to 115 µM), without a hit: at the highest dose activation, most hits filed as activators; hit rate 0.075% among 410,000; AID 743266; further: nearly all actives have a fitted effect of over 55% in size; some results filed as inactive show a strong effect at the top dose; inactives centre near -15; many of its hits are not listed in these tables
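HEK-293-derived GP2 cells expressing PTHR1 and a GloSensor cAMP reporter, 3,000/well, plated overnight, given luciferin plus IBMX (each 0.5 mM as added) for 1 h at 37 °C, then compound for 1 h at 37 °C. Luminescence was read after 15 min at room temperature.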
Starred values were filed as active, the others as inactive; i = inactive; ? = inconclusive; . = no result given; [ ] = remark or other dose. The call rests on the fitted dose curve; in most records, active means well fitted curve in the direction sought with a large enough effect; inconclusive means small, poorly fitted or top-dose-only effect, or another doubt; inactive means no such curve, though single readings can be large; an effect the other way counts as inactive or inconclusive. Potency means the concentration at half of the fitted maximal effect. Not all compounds are listed. The share of hits here may be higher or lower than overall.

structure	aSyn yeast inh	EPAC1 antag	EPAC2 antag	FUS suppressor	EPAC2 ag	EPAC1 ag	TDP-43 yeast inh	PTHR1 agonist
Cc1ccc(Oc2ncccc2/C=N/OCc2ccc(Cl)cc2Cl)cc1	11%	0%	-3%	-23%	9%	4%	-2%	-6%[57.5 µM]
Cc1ccc(/C(N)=N/OC(=O)Cc2cccs2)cc1	-19%	18%	10%	25%	6%	16%	?	i
COc1ccc(C2C3=C(CC(C)(C)CC3=O)Oc3ncn(Cc4ccco4)c(=N)c32)cc1 (stereo not drawn)	8%	-22%	-8%	?	-3%	19%	?	18%[57.5 µM]
O=C(Nc1nnc(C2CC2)s1)c1ccncc1	-15%	13%	-2%	17%	-7%	-12%	-38%[inhibitor]	5%[57.5 µM]
Cc1ccc(NC(=O)COc2ccc3oc4c(c3c2)CCCC4)cc1C	-5%	.	.	-12%	.	.	3%	i
COC(=O)CN1C(=O)C2(C(C#N)=C(N)Oc3cc(C)oc(=O)c32)c2ccccc21 (stereo not drawn)	-1%	7%	-1%	14%	5%	8%	-6%	6%[57.5 µM]
COc1c(C(=O)N2CCCC2)ccc2ccccc12	6%	3%	6%	20%	0%	5%	14%	-5%[57.5 µM]
COc1ccc(/C=C/C(=O)OCC(=O)Nc2ccc3[nH]c(=O)[nH]c3c2)cc1OC	2%	0%	17%	27%	2%	1%	-18%	-24%
Cc1ccc(C)c(C(=O)Nc2ccncc2)c1	-2%	-18%	1%	-6%	5%	13%	11%	i
CCOc1cc(C)nc(N2CCC(C(=O)NC3CC3)CC2)n1	-3%	-29%	4%	12%	-3%	3%	-1%	i
COc1ccc(C2/C=C\CN(C(=O)c3ccc(C)cc3)CC(=O)N2Cc2ccc(F)cc2)cc1 (stereo not drawn)	5%	-7%	?	22%	2%	2%	28%	-19%
O=C(COc1ccccc1Cl)N1CCN(c2ncccn2)CC1	3%	20%	21%	4%	6%	3%	10%	i
CC(=O)N1CCCc2cc(S(=O)(=O)N3CCC(C)CC3)ccc21	9%	-7%	9%	.	-2%	-13%	14%	i
O=C(Nc1ccccc1)OCC(CN1CCCCC1)OC(=O)Nc1ccccc1 (stereo not drawn)	3%	10%	7%	-32%	-3%	-21%	5%	-21%
Cc1ccc(/C=N/Nc2ccc3c(C(F)(F)F)cc(C(F)(F)F)nc3n2)cc1	4%	-8%	-6%	-36%	-5%	0%	28%	i
O=C(O)c1ccc(-c2nc3ccccc3s2)o1	1%	-20%	-5%	0%	-5%	-17%	-5%	-32%[inhibitor]
CN(C(=O)CO/N=C/c1ccc(Cl)cc1)c1ccccc1	3%	-14%	-3%	23%	-4%	7%	0%	i
COC(=O)CCCNC(=O)c1ccc2[nH]c(C)c(C)c2c1	-10%	-12%	-4%	8%	9%	1%	5%	i
CCN1CCN(C(=O)CN(c2ccc(F)c(Cl)c2)S(C)(=O)=O)CC1	-1%	20%	4%	5%	4%	6%	-24%	-19%
O=C(NCc1ccccc1)C1CCN(S(=O)(=O)c2ccc(N3CCCC3=O)cc2)CC1	-3%	-9%	0%	-13%	5%	7%	-18%	-13%

3 structures already listed, arranged by length of the SMILES, low to high.
structure	aSyn yeast inh	EPAC1 antag	EPAC2 antag	FUS suppressor	EPAC2 ag	EPAC1 ag	TDP-43 yeast inh	PTHR1 agonist
CCN1CCN(C(=O)CN(c2ccc(F)c(Cl)c2)S(C)(=O)=O)CC1	-1%	20%	4%	5%	4%	6%	-24%	-19%
O=C(NCc1ccccc1)C1CCN(S(=O)(=O)c2ccc(N3CCCC3=O)cc2)CC1	-3%	-9%	0%	-13%	5%	7%	-18%	-13%
COc1ccc(C2C3=C(CC(C)(C)CC3=O)Oc3ncn(Cc4ccco4)c(=N)c32)cc1 (stereo not drawn)	8%	-22%	-8%	?	-3%	19%	?	18%[57.5 µM]

Following part:
structure	aSyn yeast inh	EPAC1 antag	EPAC2 antag	FUS suppressor	EPAC2 ag	EPAC1 ag	TDP-43 yeast inh	PTHR1 agonist
Cc1cccc(C(=O)NC2CCN(C(=S)NCc3ccco3)CC2)c1	2%	11%	6%	3%	9%	17%	-22%	26%
Cc1cc(C(=O)CSc2nncs2)c(C)n1-c1c(C)n(C)n(-c2ccccc2)c1=O	2%	11%	10%	-4%	3%	-5%	-15%	i
COCCCNC(=O)CC1C(=O)N(Cc2ccccc2)C(C)c2nc3ccccc3n21 (stereo not drawn)	-9%	-6%	-5%	11%	1%	-6%	-12%[0.397 µM]	i
CC(C)(C)n1nc2c(c1NC(=O)c1ccccc1S(=O)(=O)C(F)F)CS(=O)(=O)C2	-6%	8%	12%	20%	16%	2%	-8%	8%
O=c1cc[nH]c2ccc(Cl)cc12	-5%	-22%	6%	-18%	13%	8%	14%	i
Cc1ccc(C(=O)CCC(=O)N2CCN(c3ccc(F)cc3)CC2)cc1	7%	-8%	0%	-9%	2%	-7%	17%	-7%
CSc1ccc(CN2CCC2(C)C(=O)Nc2ccc(C)c(O)c2)cc1 (stereo not drawn)	?	?	-8%	-11%	-2%	-6%	15%	i
O=C(NCc1cccnc1)C12CC3CC(CC(C3)C1)C2	-2%	-7%	-5%	-8%	4%	5%	0%	1%
CCc1cc(=O)oc2c(C)c(OCC(=O)N3CCC(C(=O)O)CC3)ccc12	5%	6%	1%	-17%	-7%	-14%	-16%	19%
CC(C)C(=O)NNc1ccccc1	-5%	-3%	-3%	.	3%	6%	-5%	4%
CCOCc1c(C(=O)OCC(=O)Nc2ccccc2C(N)=O)oc2ccccc12	-4%	2%	-9%	16%	12%	-3%	-2%	-27%
CCOC(=O)C1CN(S(=O)(=O)c2ccc(OC)cc2)c2ccccc2O1 (stereo not drawn)	8%	-13%	-22%	10%	14%	22%	0%	-17%
O=C(COc1ccccc1F)NC1CCN(Cc2ccccc2)CC1	7%	10%	8%	6%	-4%	-2%	18%	i
CC(=O)NCC(=O)NC(C(=O)Nc1ccc2c(c1)OCCO2)c1ccc(C)cc1 (stereo not drawn)	-1%	18%	24%	6%	-1%	-8%	-12%	i
OCC(O)C1OC(Nc2ccc(Cl)cc2)C(O)C1O (stereo not drawn)	5%	14%	10%	-13%	7%	2%	13%	?
CC(C)Oc1cc(F)ccc1-c1cc(C(=O)Nc2cccc(C(F)(F)F)c2)[nH]n1	-15%	-11%	-13%	-7%	9%	-3%	8%	-43%[inhibitor]
CCCCc1ccc(NC(=O)CSc2nc(=O)n(CCN(C)C)c3c2CCC3)cc1	-1%	7%	-3%	21%	7%	0%	12%	-33%
O=C(Cn1cnc2c(OCc3ccccc3)ncnc21)NCCc1c[nH]c2ccccc12	0%	-17%	-9%	4%	9%	-10%	15%	-18%
O=C(Nc1ccc2c(c1)OCCO2)c1cccc(Cl)c1Cl	0%	-22%	-8%	2%	14%	4%	22%	-21%
O=C(COC(=O)c1cnccn1)NCc1ccc2c(c1)OCO2	-9%	9%	-2%	8%	-1%	7%	22%	i
COc1ccc(S(=O)(=O)N2CCCC(C(=O)N3CCOCC3)C2)cc1Cl (stereo not drawn)	-6%	-2%	2%	16%	2%	2%	-22%	-70%[inhibitor]
Cc1oc(S(=O)(=O)N(C)C)cc1C(=O)Nc1ccc(Cl)cc1	0%	-5%	-8%	-2%	3%	10%	18%	-15%
[N-]=[N+]=NCCN1CCN(Cc2ccccc2)CCC1=O	-5%	-1%	15%	-24%	5%	-7%	4%	i
COc1cc2c(cc1OC)CN(C(=O)CN1CCN(S(=O)(=O)c3ccc(C)c(C)c3)CC1)CC2	3%	8%	-9%	35%	6%	-2%	13%	-23%
NC(N)=N/N=C(\N=Nc1ccccc1)c1ccc(Cl)cc1	-9%	9%	0%	.	0%	-6%	18%	i
COc1ccc(/C=C2\SC(=S)N(CCC(=O)N(CCO)c3ccccc3)C2=O)cc1OC	1%	0%	-2%	4%	1%	-1%	8%	-27%
O=C(NCc1ccc(F)cc1)C1CCCN1S(=O)(=O)c1ccccc1C(F)(F)F (stereo not drawn)	2%	-15%	-5%	21%	5%	-11%	8%	-8%
Cc1cccc(OC(C)C(=O)Nc2nc(-c3cccnc3)cs2)c1 (stereo not drawn)	-8%	6%	-5%	-2%	1%	-8%	0%	-10%
COc1ccc(NC(=O)CSc2nc3ccccc3c(=O)n2CCCO)cn1	-4%	-6%	?	4%	5%	15%	17%	i
Cc1ccccc1OCc1occc1C(=O)Nc1cccc(-n2cnnn2)c1	0%	0%	-15%	-9%	19%	-3%	-2%	i
CC1CN(C2CCN(C(=O)c3cccc(Cl)c3)CC2)CC(C)O1 (stereo not drawn)	-9%	5%	5%	13%	-5%	4%	-20%	i
CCn1c(COc2cccc(OC)c2)nnc1SCC(=O)Nc1cc(OC)ccc1OC	-1%	-1%	-1%	27%	1%	2%	0%	i
O=C(O)/C(=C\c1ccccc1)c1ccc2ccccc2c1	3%	-12%	8%	-18%	3%	15%	?	i
Cc1cc2cc(CNC(=S)Nc3ccc(OC(F)F)cc3)ccc2n1C	8%	?	-1%	?	6%	-1%	25%	-57%[inhibitor]
COCCNC(=O)c1sc2ncn(CC(=O)N3CCCCC3)c(=O)c2c1C	1%	-6%	0%	11%	-9%	4%	-7%	-28%
O=C(CN1c2ccccc2Sc2ccccc21)NNC(=O)Nc1cccc(Cl)c1	-4%	-15%	5%	18%	10%	10%	-18%	-27%
COc1cccc(N2CC(NS(=O)(=O)c3cccs3)CC2=O)c1 (stereo not drawn)	-3%	8%	-1%	4%	5%	8%	-14%	-10%
CCn1cc(CN2CCC(n3nccc3NC(=O)c3ccccc3C)CC2)cn1	2%	15%	13%	.	-4%	-4%	15%	-16%
C=CCc1c(C)[nH]c2ccc(C)cc2c1=O	-9%	4%	2%	9%	6%	7%	-10%	0%[57.5 µM]
O=C(Cc1ccccc1)NNC(=O)C1CC=CCC1 (stereo not drawn)	5%	-21%	0%	19%	9%	2%	-16%	-6%
